Source: PubChem
a7 integrin act – activates integrin-mediated alleviation for muscular dystrophy; alpha7betagal myoblasts, beta-gal FDG fluorescence, 48 h; 350,000 tested, 0.064% active; AID 624291; Potency, µM (highest dose often 38.3 µM), inactives show at the highest dose activation, hits mostly activators;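 further: potency means the concentration at half of the fitted maximal effect; 100% = response of the positive control SU9516; nearly all actives have a fitted effect of over 60% in size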
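alpha7betagal+/- myoblasts (passage 13, 250/well) treated 48 h at 37C with compounds at 1:260 dilution of DMSO stock. Lysed, then beta-galactosidase activity read as FDG fluorescence (ex 480/em 540) after 30 min, with pre-read for autofluorescence.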
ELG1 genotox – genotoxicity induction in ELG1-luciferase HEK293T cells; 330,000 tested, 1.3% active; AID 504466; Potency, µM (series often up to 46 µM), for inactives: top-dose activity change, positive = activation, most hits filed as activators; HEK293T ELG1-luciferase reporter, luminescence, 16 h; further: potency means the concentration at half of the fitted maximal effect; % of control where 0% means no effect; nearly all actives have a fitted effect of over 60% in size
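Reporter readout depends on ELG1 protein level, which increases with genetic stress. After 16 hr compound exposure at 37 °C, luciferase activity was quantified using ONE-Glo.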
TRPV1 agonist – activates the human vanilloid receptor TRPV1. activation, % at 8.33 µM. AID 540275. TRPV1-expressing cells, Fluo-8 calcium influx, agonist mode. Q8NER1. 320,000 tested, 0.19% active; in the data active means activation above about 80%; inconclusive means between about 30% and that limit; further: 0% is about no effect
Target sequence (Q8NER1 whole entry, looked up): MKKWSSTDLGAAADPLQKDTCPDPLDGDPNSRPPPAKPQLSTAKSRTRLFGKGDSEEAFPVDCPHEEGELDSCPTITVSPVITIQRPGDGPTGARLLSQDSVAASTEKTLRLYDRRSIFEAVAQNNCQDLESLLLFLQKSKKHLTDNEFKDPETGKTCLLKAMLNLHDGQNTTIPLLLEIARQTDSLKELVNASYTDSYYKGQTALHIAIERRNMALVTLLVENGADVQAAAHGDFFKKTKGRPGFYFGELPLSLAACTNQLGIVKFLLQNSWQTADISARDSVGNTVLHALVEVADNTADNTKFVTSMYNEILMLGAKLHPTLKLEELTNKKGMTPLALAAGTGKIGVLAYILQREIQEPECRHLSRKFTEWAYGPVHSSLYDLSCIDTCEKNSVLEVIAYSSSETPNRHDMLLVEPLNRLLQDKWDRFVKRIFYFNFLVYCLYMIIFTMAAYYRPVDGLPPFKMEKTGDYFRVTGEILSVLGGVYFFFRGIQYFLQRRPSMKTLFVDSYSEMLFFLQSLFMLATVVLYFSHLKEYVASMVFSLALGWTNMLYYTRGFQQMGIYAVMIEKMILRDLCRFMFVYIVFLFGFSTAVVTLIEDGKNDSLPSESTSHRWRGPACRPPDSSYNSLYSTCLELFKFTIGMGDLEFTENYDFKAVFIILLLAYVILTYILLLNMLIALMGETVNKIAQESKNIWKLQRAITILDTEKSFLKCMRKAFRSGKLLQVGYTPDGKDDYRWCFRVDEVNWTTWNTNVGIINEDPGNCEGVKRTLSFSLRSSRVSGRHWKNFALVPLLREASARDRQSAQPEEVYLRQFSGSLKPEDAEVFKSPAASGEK
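Cells expressing TRPV1 were dye-loaded with Fluo-8 and read kinetically: 10 s baseline, 3 min after compound (agonist portion), then 2 min after EC20 capsaicin (allosteric enhancer portion). Calcium-bound dye fluorescence at 480/520 nm.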
Eya2 inh – blocks the phosphatase activity of human Eya2; O00167; recombinant Eya2, OMFP fluorescence dephosphorylation (OMFP is methylfluorescein phosphate); Potency, µM (doses to about 76.9 µM), without a hit: at the highest dose activity, negative = inhibition, most hits filed as inhibitors; 330,000 tested, 0.006% active; further: potency means the concentration at half of the fitted maximal effect; on the % scale 0 is the no-effect control and ±100 the full control effect
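Eya2 protein (added as 0.2 uM solution) was preincubated with compound for 10 min at ambient temperature in 50 mM HEPES pH 7.5, 50 mM NaCl, 5 uM MgCl2, 0.05% BSA, 1 mM DTT. OMFP (added at 50 uM) then reacted 10 min; fluorescence read at 485/525 nm.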
uPA generation – blocks generation of uPA at the cell surface | 330,000 tested, 0.31% active | cell surface uPA generation assay, qHTS | Potency, µM (titrated, usually from 38.3 µM), without a hit: at the top dose activity change, negative = inhibition, usual class: inhibitors; active means well fitted inhibition curve with a large enough effect; inconclusive means small, poorly fitted or top-dose-only effect; inactive means no such curve, though single readings can be large or run the other way; tested in mouse RAW 264.7 cells; further: potency means the concentration at half of the fitted maximal effect; on the % scale 0 is the no-effect control and ±100 the full control effect; nearly all actives have a fitted effect of over 55% in size
BRCA1 expr act – increases BRCA1 expression | 380,000 tested, 1.1% active | MCF7-BRCA1-FFLuc reporter, luminescence, 48 h; response scale: scaled: vehicle 0%, 10 µM genistein 100% | Potency, µM (top dose mostly 46.1 µM), without a hit: at the highest dose activation, most hits filed as activators | AID 624202; further: potency means the concentration at half of the fitted maximal effect; nearly all actives have a fitted effect of over 80% in size; some results filed as inactive show a strong effect at the top dose
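Activators of BRCA1 expression were detected as increased firefly luciferase luminescence in engineered MCF7 cells after 48 h compound incubation. Signals were scaled to genistein 10 microM as full activation.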
B2AR arrestin – beta2AR (human) beta-arrestin recruitment activity | P07550 | beta-arrestin recruitment to beta2AR, cell-based reporter | Potency, µM (doses to about 46.1 µM), for inactives: top-dose activation, most hits filed as activators | 330,000 tested, 0.02% active | AID 492947;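 further: potency means the concentration at half of the fitted maximal effect; 0% = DMSO controls and full agonism = EC100 isoproterenol or metaproterenol; nearly all actives have a fitted effect of over 65% in size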
p53 reactivator – restores transcriptional activity of mutant p53 | AID 504706 | 320,000 tested, 0.063% active | Potency, µM (top dose mostly 92.2 µM), inactives show at the top dose activity change, positive = activation, hits mostly activators | H1299 p53-A138V BP100-luciferase reporter, luminescence, 24 h; further: potency means the concentration at half of the fitted maximal effect; % of control where 0% means no effect; nearly all actives have a fitted effect of over 45% in size
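H1299 (p53-null), stable ts p53-A138V + BP100-Luc; 1000 cells/well, Opti-MEM/10% FBS; cpd 4 pt, 1:5; 24 h, 37 deg C, 5% CO2; detection reagent 10 min RT; luminescence.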
ASM inhibitor – inhibitors of human secretory acid sphingomyelinase; P17405; placental ASM, HMU-PC fluorogenic substrate, 60 min; Potency, µM (doses to about 57.5 µM), for inactives: top-dose activity change, negative = inhibition, hits mostly inhibitors; 340,000 tested, 0.006% active; AID 504937; further: potency means the concentration at half of the fitted maximal effect
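Human placenta-derived ASM enzyme was preincubated with compound for 10 minutes at room temperature, then given fluorogenic substrate HMU-PC0 (9 uM final) for 60 minutes at 37 °C; a pH 10 stop preceded fluorescence reading at Ex 386/Em 447 nm.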
PTAP TSG101 blk – blocks PTAP/TSG101 interaction to inhibit HIV-1 budding. Q99816. Fluorescence polarization, FITC-PTAP peptide / Tsg101 binding. Potency, µM (series often up to 115 µM), without a hit: top-dose activity change, negative = inhibition, hits mostly inhibitors. 340,000 tested, under 10 active. AID 493005; active means well fitted inhibition curve with a large enough effect in the main read-out, with a control signal flat, not every such curve was filed as active; inconclusive means small, poorly fitted or top-dose-only effect, or effect the other way, or a change in a side signal; inactive means no such curve, though single readings can be large or run the other way; further: potency means the concentration at half of the fitted maximal effect; % of control where 0% means no effect
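Fluorescence anisotropy tracks displacement of a FITC-tagged PTAP peptide (50 nM) from the Tsg101 binding domain (10 uM), following a 20 min room-temperature incubation at pH 7.5.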
USP2a inh – blocks human ubiquitin-specific protease USP2a; Potency, µM (series often up to 38.3 µM), without a hit: top-dose activity change, negative = inhibition, most hits filed as inhibitors; O75604; 330,000 tested, 0.01% active; USP2 core, Ub-CHOP2 coupled fluorogenic reporter, 485/531;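 further: potency means the concentration at half of the fitted maximal effect; plate controls were DMSO wells for no effect and full inhibition by NEM control for full effect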
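Cell-free coupled assay: 10nM USP2 core preincubated 30min RT with compound in Tris-HCl pH 8.0/CaCl2/CHAPS buffer, then 25nM Ub-CHOP2 and 25nM reporter substrate; fluorescence (Ex 485/Em 531) read after 60min RT, normalized to NEM inhibition, concentration-response curves fitted.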
Numbers without * were called inactive; ? = inconclusive; · = no result given; [ ] = another dose, or the depositor's remark. Unless noted, the call rests on the fitted dose curve; in most records, active means well fitted curve in the direction sought with a large enough effect; inconclusive means small, poorly fitted or top-dose-only effect, or another doubt; inactive means no such curve, though single readings can be large; an effect the other way counts as inactive or inconclusive.

SMILES	a7 integrin act	ELG1 genotox	TRPV1 agonist	Eya2 inh	uPA generation	BRCA1 expr act	B2AR arrestin	p53 reactivator	ASM inhibitor	PTAP TSG101 blk	USP2a inh
CCN(CC)C(=S)SCC(=O)c1c(C)[nH]c2ccccc12	25%	2%	27	-14%	2%	5%	0.5%	17%	-6%	-7%	-2%
CCCCn1c(N)c(N(CCC(C)C)C(=O)CC2OC(=O)c3ccccc32)c(=O)[nH]c1=O (stereo not given)	-1%	0%	-6	26%	4%	-14%	0.1%	5%	·	-2%	0%
Fc1ccc(-c2ccnc3nc(N4CCN(c5ccccc5)CC4)nn23)cc1	?	-2%	4	9%	-1%	0%[1.84 µM]	0.2%	-1%	2%	-6%	3%
CC(=O)OCCN1CCN(C(=O)CN2C(=O)NC(c3ccccc3)(c3ccccc3)C2=O)CC1	?	-1%	-3	-9%	1%	25%	0.1%	6%	4%	-1%	0%
CN(C(=O)c1ccc(S(=O)(=O)NC2CCCC2)cc1)C1CCCCC1	-13%	-6%	13	-15%	3%	-32%	-0.4%	-3%	1%	-11%	0%
Cc1cc(C)n(CC(=O)N2CCCC(C(=O)c3cccc(OC(C)C)c3)C2)n1 (stereo not given)	-51%[inhibitor]	-6%	1	-11%	0%	15%	0.0%	-1%	7%	3%	4%
CCSc1cc(C2C(C(=O)OC)=C(C)NC3=C2C(=O)CCC3)c(C)o1 (stereo not given)	29%	0%	0	6%	19%	-18%	-0.7%	-8%	10%	-3%	-1%
CCC(=NCCc1ccc(OC)c(OC)c1)C1=C(O)CC(C)(C)CC1=O	-16%	-5%	2	15%	-1%	3%	-0.4%	1%	-2%	-5%	9%
N=c1c2c3c(sc2nc2n1CCCCC2)CCCC3	0%	-3%	0	-2%	-3%	44%	-0.6%	17%	1%	0%	1%
CCOC(=O)c1cccc(NC(=S)NC(=O)c2cccnc2)c1	15%	-1%	19	-6%	-6%	-1%	4.1%	·	0%	0%	2%
O=c1[nH]nc2c3ccccc3cnn12	7%	-1%	-1	2%	1%	16%	0.0%	2%	1%	-2%	0%
O=C1C2CCCN2C(=O)N1CCCCN1CCN(c2cccc(Cl)c2)CC1 (stereo not given)	-21%	-4%	-2	-1%	2.8µM*	-27%	-1.4%	-11%	7%	2%	3%
COc1cccc(-n2sc3c(c2=S)-c2cc(OC)ccc2NC3(C)C)c1	0%	-2%	18	-7%	-10%	-86%	-0.5%	1%	-23%	0%	-8%
CCOC(=O)c1cc2c(C(F)(F)F)cc(-c3ccccc3)nc2o1	-10%	5%	-4	-1%	1%	-28%	2.7%	6%	-1%	1%	2%
CC(=O)N1CCN(c2ccc(S(C)(=O)=O)cc2[N+](=O)[O-])CC1	0%	0%	4	10%	-4%	-25%	0.0%	3%	-2%	-3%	0%
Cc1[nH]c2ccccc2c1/C=C/C(=O)c1ccncc1	-10%	-1%	-7	-1%	6%	-22%	0.0%	-2%	-2%	-1%	2%
N#Cc1c(N)sc2c1CCN(CCc1ccccc1)C2	19%	-1%	-6	-17%	2%	1%	2.9%	-3%	196%[activator]	-2%	0%
CC(C)(C)n1ncc2c(=O)n(CC(=O)NCc3ccccc3)cnc21	-14%	?	0	3%	-9%	-38%	-0.3%	?	-1%	-6%	3%
CCN(c1ccccc1)S(=O)(=O)c1cccc(C(=O)N2CCN(S(=O)(=O)c3ccccc3)CC2)c1	6%	-20%	3	-3%	-2%	-42%	0.0%	-23%	·	-5%	2%
O=C(c1cc(Br)ccc1O)N1CCN(S(=O)(=O)Cc2ccccc2)CC1	-19%	-9%	1	-12%	?	-23%	-0.2%	-8%	-1%	1%	0%

A different layout for part of the listing above:
| molecule | a7 integrin act | ELG1 genotox | TRPV1 agonist | Eya2 inh | uPA generation | BRCA1 expr act | B2AR arrestin | p53 reactivator | ASM inhibitor | PTAP TSG101 blk | USP2a inh |
| --- | --- | --- | --- | --- | --- | --- | --- | --- | --- | --- | --- |
| CCSc1cc(C2C(C(=O)OC)=C(C)NC3=C2C(=O)CCC3)c(C)o1 (stereo not given) | 29% | 0% | 0 | 6% | 19% | -18% | -0.7% | -8% | 10% | -3% | -1% |
| CC(C)(C)n1ncc2c(=O)n(CC(=O)NCc3ccccc3)cnc21 | -14% | ? | 0 | 3% | -9% | -38% | -0.3% | ? | -1% | -6% | 3% |

In the list so far, these have fluorine:
SMILES	a7 integrin act	ELG1 genotox	TRPV1 agonist	Eya2 inh	uPA generation	BRCA1 expr act	B2AR arrestin	p53 reactivator	ASM inhibitor	PTAP TSG101 blk	USP2a inh
Fc1ccc(-c2ccnc3nc(N4CCN(c5ccccc5)CC4)nn23)cc1	?	-2%	4	9%	-1%	0%[1.84 µM]	0.2%	-1%	2%	-6%	3%
CCOC(=O)c1cc2c(C(F)(F)F)cc(-c3ccccc3)nc2o1	-10%	5%	-4	-1%	1%	-28%	2.7%	6%	-1%	1%	2%

(list continues)
SMILES	a7 integrin act	ELG1 genotox	TRPV1 agonist	Eya2 inh	uPA generation	BRCA1 expr act	B2AR arrestin	p53 reactivator	ASM inhibitor	PTAP TSG101 blk	USP2a inh
Cc1ccccc1C(C(=O)NC1CCCCC1)N(C(=O)c1ccccn1)c1cccnc1 (stereo not given)	21%	-3%	-1	-2%	5%	-2%	-0.1%	1%	3%	0%	1%
CC(CCNC(=O)c1ccccc1)(CCNC(=O)c1ccccc1)[N+](=O)[O-]	-17%	·	·	·	2%	1%	·	·	5%	-3%	·
COc1cccc(CNC(=O)COc2cc3c(c4oc(=O)cc(C)c24)CCC(C)(C)O3)c1	-17%	-1%	27	2%	-1%	-26%	0.2%	1%	15%	-1%	-1%
O=C(CSc1ncccn1)N/N=C/c1cccc([N+](=O)[O-])c1	-24%	4%	-1	-10%	-8%	22%	-1.5%	-1%	-1%	-3%	4%
N#CCCN1CCN(S(=O)(=O)c2ccc(C#N)cc2)CC1	-3%	-3%	-1	16%	0%	-1%	-0.1%	18%	6%	0%	1%
Cc1cc(S(=O)(=O)N2CCN=C2c2ccccc2)ccc1F	5%[7.66 µM]	-2%	4	5%	·	2%	3.8%	-5%	3%	-11%	8%
CS(=O)(=O)c1ccccc1C(=O)Nc1ccccc1Cc1ccccc1	?	1%	0	?	3%	-3%	0.2%	-2%	1%	-3%	-2%
CCCCN(C(=O)C1CC(=O)N(c2ccc(C)cc2)C1)c1c(N)n(CCC)c(=O)[nH]c1=O (stereo not given)	12%	1%	0	-22%	8%	-23%	0.1%	3%	1%	0%	1%
COc1ccc(-c2c(C)nn3c(N4CCC5(CC4)OCCO5)cc(C)nc23)cc1OC	-43%	-1%	·	8%	6%	-2%	0.0%	8%	-3%	-3%	0%
CCC(=O)c1ccc(OCC(=O)N2CCN(C(=O)c3ccccc3)CC2)cc1	0%	0%	3	6%	-10%	-7%	-0.3%	-4%	1%	-3%	6%
CC(O)CNc1nc2ccccc2n1-c1ncnc2sc3c(c12)CCC3 (stereo not given)	?	0%	16	3%[15.4 µM]	3%	-64%	0.2%	0%	1%	-1%	-6%
COc1ccc(OC)c(S(=O)(=O)N2CCCc3ccccc32)c1	-7%	-8%	7	12%	-5%	-10%	-0.3%	-8%	-1%	-5%	4%
CN(C1CCCC1)C1CCN(C(=S)Nc2cc(F)cc(F)c2)CC1	-3%	?	-2	13%	1%	-13%	0.2%	4%	2%	-1%	9%
NC(=O)c1sc2nnc(-c3ccccc3)c(-c3ccccc3)c2c1N	-8%	-3%	3	3%	-1%	-26%	0.7%	1%	-5%	-3%	1%
COc1ccc(CN=CC2=C(O)CNC2=O)cc1	26%	1%	-2	-20%	0%	7%	-0.6%	-2%	5%	-8%	0%
Cc1ccc(OCC(=O)Nc2ccc(S(=O)(=O)Nc3onc(C)c3C)cc2)cc1	14%	-1%	-4	6%	-3%	0%	-0.3%	-8%	9%	-1%	4%
CN1CCN(NC(=O)c2cn(-c3ccccc3)nc2-c2ccc(OC(F)F)cc2)CC1	18%	-4%	0	-14%	4%	0%	0.0%	2%	-5%	0%	0%
Cc1ccc(S(=O)(=O)N2CCOCC2)cc1C(=O)Nc1ccccc1N1CCCC1	-2%	-7%	24	-28%	-3%	-12%	-0.2%	-3%	0%	0%	0%

Sorted by value in uPA generation (smallest number first): 4 of the compounds above
smiles,uPA generation
Cc1ccc(OCC(=O)Nc2ccc(S(=O)(=O)Nc3onc(C)c3C)cc2)cc1,-3%
COc1ccc(CN=CC2=C(O)CNC2=O)cc1,0%
CN(C1CCCC1)C1CCN(C(=S)Nc2cc(F)cc(F)c2)CC1,1%
CCCCN(C(=O)C1CC(=O)N(c2ccc(C)cc2)C1)c1c(N)n(CCC)c(=O)[nH]c1=O (stereo not given),8%
